# Screening results as filed in PubChem BioAssay.
# HP1b binding inh – HTS for Inhibitors of HP1-beta Chromodomain Interactions with Methylated Histone Tails; Chromobox protein homolog 1 (Homo sapiens), P83916; AlphaScreen HP1-beta / biotin-H3K9me3 peptide binding; Potency, µM (highest dose often 114 µM), for the others: at the top dose activity change, negative = inhibition, hits mostly inhibitors; actives 0.56% (n = 390,000); further: potency means the concentration at half of the fitted maximal effect; nearly all actives have a fitted effect of over 70% in size; inactives centre near 23
# Target sequence (P83916 whole entry, looked up): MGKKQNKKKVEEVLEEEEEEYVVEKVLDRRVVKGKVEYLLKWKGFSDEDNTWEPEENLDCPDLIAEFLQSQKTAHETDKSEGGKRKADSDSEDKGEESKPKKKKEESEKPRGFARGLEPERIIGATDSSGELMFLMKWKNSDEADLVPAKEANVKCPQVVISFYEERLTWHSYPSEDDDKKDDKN
#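 AlphaScreen: HP1-beta (50 nM) preformed 30 min with biotin-H3(1-18)K9me3 peptide (50 nM) in PBS pH 7.4, 0.01% Tween-20. Compound added for 30 min at RT, then streptavidin donor/nickel chelate acceptor beads (10 ug/mL) for 30 min.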
# G9a block – qHTS Assay for Inhibitors of Histone Lysine Methyltransferase G9a. Potency, µM (titrated, usually from 102 µM), for the others: at the highest dose activity, negative = inhibition, actives largely listed as inhibitors. Histone-lysine N-methyltransferase EHMT2 (Homo sapiens), Q96KQ7. G9a H3K9 monomethylation, AlphaScreen, 2 h. actives 8.8% (n = 350,000); further: potency means the concentration at half of the fitted maximal effect; on the % scale 0 is the no-effect control and ±100 the full control effect; nearly all actives have a fitted effect of over 75% in size
#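 Methyltransferase reactions run at room temperature for 2 h (20 nM enzyme, 500 nM biotin-H3K9 peptide, 20 uM SAM) after a 15 min compound preincubation; product detected by AlphaScreen beads and anti-H3K9me1 antibody.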
# JMJD2A Tudor – qHTS Assay for Inhibitors of JMJD2A-Tudor Domain. Lysine-specific demethylase 4A (Homo sapiens), O75164. AlphaScreen JMJD2A-Tudor / H3K4me3 peptide binding. Potency, µM (doses to about 114 µM), for the others: at the top dose activity change, negative = inhibition, actives largely listed as inhibitors. actives 4.4% (n = 390,000); further: potency means the concentration at half of the fitted maximal effect; on the % scale 0 is the no-effect control and ±100 the full control effect; nearly all actives have a fitted effect of over 50% in size
# GLS inh – qHTS for Inhibitors of Glutaminase (GLS); actives 0.21% (n = 410,000); Glutaminase kidney isoform, mitochondrial (Homo sapiens), O94925; GLS enzymatic activity, qHTS titration; Potency, µM (top dose mostly 45.5 µM), inactives show at the top dose activity change, negative = inhibition, usual class: inhibitors; further: potency means the concentration at half of the fitted maximal effect; on the % scale 0 is the no-effect control and ±100 the full control effect
#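 Compounds were pin-transferred onto hKGA, after which L-glutamine (1 mM solution) and a detection mix of glutamate oxidase, HRP and Amplex Red were added. Initial and 30 min RT fluorescence reads were collected.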
# PI4K2A block – qHTS for small molecular inhibitors of PI4K2A; AID 1346378, 2018; purified PI4K2A, ADP-Glo luminescence, 1 h; hits give low values; activity change, negative = inhibition, % at 76.9 µM; actives 0.13% (n = 420,000); Phosphatidylinositol 4-kinase type 2-alpha (Homo sapiens), Q9BTU6; in the data active means activity change below about -50%; inconclusive means mostly about -30% to -49%;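 further: -100% = wells without enzyme as full effect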
# Target sequence (Q9BTU6 whole entry, looked up): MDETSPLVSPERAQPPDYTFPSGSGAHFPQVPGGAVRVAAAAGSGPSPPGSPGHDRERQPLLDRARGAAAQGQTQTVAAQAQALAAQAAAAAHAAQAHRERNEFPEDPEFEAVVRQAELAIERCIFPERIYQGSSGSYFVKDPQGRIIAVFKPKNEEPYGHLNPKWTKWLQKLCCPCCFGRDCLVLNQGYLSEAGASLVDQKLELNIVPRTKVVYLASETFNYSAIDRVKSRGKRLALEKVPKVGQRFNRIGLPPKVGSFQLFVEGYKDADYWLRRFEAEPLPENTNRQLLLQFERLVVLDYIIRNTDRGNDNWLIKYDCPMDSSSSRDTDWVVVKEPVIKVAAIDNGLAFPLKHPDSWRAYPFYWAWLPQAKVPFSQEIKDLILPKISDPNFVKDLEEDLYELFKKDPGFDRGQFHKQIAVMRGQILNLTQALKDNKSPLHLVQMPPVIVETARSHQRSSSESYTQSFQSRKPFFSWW
#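 In this quantitative HTS, ADP production by PI4K2A was quantified luminescently after 1 h at ambient temperature; 100 microM adenosine served as plate-quality control.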
# ERG-DNA inh – qHTS for Small Molecule Inhibitors of the ERG Ets/DNA interaction | Transcriptional regulator ERG (Homo sapiens), P11308 | fluorescence polarization, His-ERG Ets domain / labelled DNA | Potency, µM (titrated, usually from 76.9 µM), for inactives: top-dose FP activity, negative = inhibition, actives largely listed as inhibitors | actives 0.028% (n = 370,000); active means well fitted inhibition curve with a large enough effect in the polarisation, with a control signal flat; inconclusive means small, poorly fitted or top-dose-only effect, or effect the other way, or a change in a side signal; inactive means no such curve, though single readings can be large or run the other way; the % refers to the polarisation;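 further: polarization taken with two DNA probes labelled with fluorescein and Texas red; potency means the concentration at half of the fitted maximal effect; % of control where 0% means no effect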
#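 His-tagged ERG Ets domain (1 uM in the protein solution; 300mM KCl, 50mM Tris-HCl, 1mM EDTA, 1mM DTT, pH 7.5) received compound, then a probe mix of 5 nM fluorescein-DNA and 100nM Texas-615-DNA. Fluorescence polarization was read for both dyes.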
# Tb PGK inh – qHTS Assay to Find Inhibitors of Phosphoglycerate Kinase; Phosphoglycerate kinase, glycosomal (Trypanosoma brucei brucei), P07378; PGK/GAPDH coupled, Kinase-Glo luminescence, 60 min; Potency, µM (highest dose often 57.5 µM), for the others: top-dose activity change, negative = inhibition, most hits filed as inhibitors; actives 0.043% (n = 380,000); AID 602233, 2012; further: potency means the concentration at half of the fitted maximal effect; on the % scale 0 is the no-effect control and ±100 the full control effect; nearly all actives have a fitted effect of over 60% in size
#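 Luminescent ATP detection (Kinase-Glo Plus) follows a 60-minute room-temperature incubation, with wells lacking PGK as controls. Buffer: 100 mM TEA (pH 7.6), 5 mM MgCl2, 0.01% Tween-20. Coupling enzyme GAPDH (100 nM final) supplies unstable 1,3-BPG in-well.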
# Pin1 inhibitor – qHTS Assay to Find Inhibitors of Pin1 | Peptidyl-prolyl cis-trans isomerase NIMA-interacting 1 (Homo sapiens), Q13526 | Pin1 FP peptide displacement, HiFluor488, 10 min | Potency, µM (top dose mostly 115 µM), for inactives: top-dose activity, negative = inhibition, actives largely listed as inhibitors | actives 0.009% (n = 390,000) | AID 504891, 2011; active means well fitted inhibition curve with a large enough effect in the polarisation, with a control signal flat, not every such curve was filed as active; inconclusive means small, poorly fitted or top-dose-only effect, or effect the other way, or a change in a side signal; inactive means no such curve, though single readings can be large or run the other way; the % refers to the polarisation; further: potency means the concentration at half of the fitted maximal effect; on the % scale 0 is the no-effect control and ±100 the full control effect
# Target sequence (Q13526 whole entry, looked up): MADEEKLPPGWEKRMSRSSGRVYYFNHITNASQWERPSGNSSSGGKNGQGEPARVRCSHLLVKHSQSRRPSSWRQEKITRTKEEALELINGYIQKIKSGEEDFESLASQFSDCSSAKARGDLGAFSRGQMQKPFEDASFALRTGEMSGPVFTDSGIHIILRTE
# BAZ2B block – qHTS Assay for Inhibitors of BAZ2B. Bromodomain adjacent to zinc finger domain protein 2B (Homo sapiens), Q9UIF8. AlphaScreen BAZ2B-H3K14Ac peptide displacement. Potency, µM (highest dose often 114 µM), for the others: top-dose activity change, negative = inhibition, hits mostly inhibitors. actives 4.4% (n = 360,000). AID 504333, 2011; further: potency means the concentration at half of the fitted maximal effect; on the % scale 0 is the no-effect control and ±100 the full control effect; nearly all actives have a fitted effect of over 60% in size
#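 Inhibition is scored as reduced AlphaScreen emission. The BAZ2B/b-H3(5-23)K14Ac complex (50 nM each) in PBS pH 7.4, 0.01% Tween-20 meets compound (up to 110 uM) for 30 min at RT before bead addition.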
# * = called active by the depositor; i = inactive; u = inconclusive; x = no result given; [ ] = dose if it differs, or a comment. Unless noted, the call rests on the fitted dose curve; in most records, active means well fitted curve in the direction sought with a large enough effect; inconclusive means small, poorly fitted or top-dose-only effect, or another doubt; inactive means no such curve, though single readings can be large; an effect the other way counts as inactive or inconclusive.
# Second line of a record: HP1b binding inh, G9a block, JMJD2A Tudor, GLS inh, PI4K2A block, ERG-DNA inh, Tb PGK inh, Pin1 inhibitor, BAZ2B block
Cc1nc2ccccc2n1CCc1nc2c3ccccc3nc(SCC(=O)Nc3ccc(C(C)C)cc3)n2n1
 : 9%, 5%[59 µM], -29%, 4%, 0, -7%, 8%, 2%, -39%
CCN(CC(=O)N1CCc2ccccc2C1)S(=O)(=O)c1ccc2ccccc2c1
 : 27%, 17%, -2%, 1%, -1, 0%, 1%, 78%[activator], 6%
CN(C)CC(c1ccccc1)c1ccccc1
 : 36%, -11%[12.7 µM], 4%, 0%, 0, 5%, -1%, 0%, -3%
O=C(NC1CCCCC1)N1CCCC(c2nc3ccccc3[nH]2)C1 (centres undefined)
 : 22%, -11%[59 µM], -9%, -1%, -11, -1%, -3%, -11%, -21%
O=C(CCS(=O)(=O)c1cccc2nonc12)Nc1c(F)cccc1F
 : 3%, -48%[59 µM], -12%, -2%, 5, -1%, i, -2%, 1%
Cc1ccc(S(=O)(=O)Oc2ccc(/C=C(/NC(=O)c3ccccc3)C(=O)NCC(=O)O)cc2)cc1
 : 26%, 6%, -3%, 8%, -2, 0%, 1%, -2%, -2%
CSc1cccc(NC(=O)NCc2cccc(CNC(=O)Nc3cccc(SC)c3)c2)c1
 : 28%, 54%[activator][12.7 µM], -3%, -1%, 0, 7%, -5%, 13%, 9%
COc1ccc(C2(C(=O)NC3CCCCC3)CCOCC2)cc1OC
 : 17%, 0%[59 µM], -12%, 3%, -1, -18%, -3%, -10%, 3%
Cc1cc(Cl)ccc1C(=O)C1CCCN(C(=O)CCn2cnnn2)C1 (centres undefined)
 : -31%, x, -18%, 6%, 5, -19%, i, -5%, 4%
CCOc1ccc(S(=O)(=O)Nc2ccc(C(=O)NCC3(N4CCCCC4)CCCCC3)cc2)cc1
 : 18%, u, -20%, -6%, 9, -4%, -1%, -3%, -14%
Cc1ccc(C)c(CNC(=O)c2ccc3c(c2)nc2n3CCOC2)c1
 : 30%[57 µM], -3%[59 µM], 5%, 5%, -2, -2%, i, -1%, -1%
CCN(c1ccccc1)S(=O)(=O)c1ccc2[nH]cc(C(=O)NCCOC)c(=O)c2c1
 : 0%, 13%[12.7 µM], -18%, -7%, -12, -3%, -8%, -1%, 10%
COc1cc(/C=N/NC(=O)CN2CCOCC2)ccc1OCc1ccccc1
 : 16%, -9%[59 µM], -7%, 5%, 2, 2%, -5%, -3%, 8%
O=C(c1cccc(S(=O)(=O)N2CCCC2)c1)N(Cc1ccco1)C1CCS(=O)(=O)C1 (centres undefined)
 : 1%, -19%, -8%, -3%, 1, 5%, i, -6%, -13%
CN1CC(c2ccccn2)C2(SC(=S)N(Cc3ccccc3)C2=O)C12C(=O)Nc1ccccc12 (centres undefined)
 : u, x, 22µM*, 2%, 3, -10%, -1%, -2%, 14µM*
Cc1cc(C)c(S(=O)(=O)N2CCN(c3ccc([N+](=O)[O-])c(-n4nc(C)cc4C)c3)CC2)c(C)c1
 : -2%, -2%[0.0925 µM], -25%, -2%, 6, -14%, -6%, 1%, u
CCCOc1ccc(C(=O)NCC2OCCc3ccccc32)cc1OC (centres undefined)
 : 14%, 178%[activator][59 µM], -11%, -2%, -2, -1%, -5%, 1%, 13%
CCCCCN(C(=O)CN1CCC(Cc2ccccc2)CC1)c1c(N)n(CCCC)c(=O)[nH]c1=O
 : 25%, 13%, -8%, -18%, 0, 6%, 0%, u, 11%
COc1ccc(-n2c(SCC(=O)NCc3cccs3)nc3[nH]ncc3c2=O)cc1
 : 24%, 16%, -22%, 0%, 1, -3%, 7%, -1%, x
CCN(CC)CCNC(=O)C(C(=O)c1ccccc1)n1ccccc1=O (centres undefined)
 : 42%[activator], -37%, -1%, 2%, 3, 4%, 1%, 2%, -4%
c1cncc(CNc2ncnc3ccc(-c4ccoc4)cc23)c1
 : 51%[activator], 8%[12.7 µM], -14%, 0%, -3, x, i, 10%, u
Oc1c(Cl)cc(Cl)cc1C=Nc1ccc(N2CCOCC2)cc1
 : 32%, u, -3%, u, 0, 5%, 0%, u, -21%
COc1ccccc1-n1c(SC)nc2c(sc(=S)n2-c2ccccc2)c1=O
 : 25%, 29%, 1%, -9%, 1, -3%, -6%, 6%, 1%
CCOC(=O)Cn1c(=O)n(CC2CCCO2)c2nc(-c3ccc(OCC)cc3)nc(C(N)=O)c21 (centres undefined)
 : 26%[57 µM], 0%[59 µM], 5%, 3%, 2, 0%, 1%, 5%, 4%
Cc1ccc(C(=O)NCCONC(=O)c2ccc(C)cc2)cc1
 : 30%, x, -17%, 12%, 1, -7%, -9%, 21%, 2%
COc1ccc2cc(C(=O)C3CCCN(C(=O)CSc4nnc(C)o4)C3)ccc2c1 (centres undefined)
 : 44%[activator], 1%, -19%, -1%, -2, 8%, -6%, -2%, 4%
O=C1c2oc3ccccc3c(=O)c2C(c2ccc(O)cc2)N1Cc1ccc2c(c1)OCO2 (centres undefined)
 : 21%, 5%[59 µM], -6%, -11%, -1, -7%, -12%, -4%, -4%
CCN1CCN(C(=O)c2ccc(S(=O)(=O)Nc3ccccc3)cc2)CC1
 : 42%[activator], -9%[12.7 µM], -2%, -4%, -3, 0%, i, 3%, 9%
O=C(NCc1ccccc1Cl)C1=Cc2cc(Br)ccc2OC1
 : 82%[activator][57 µM], 22%[59 µM], 2%, 3%, -3, 3%, -8%, 8%, 39%[activator]
COc1ccc(-n2nnnc2SCC(=O)NCCc2ccc(OC)c(OC)c2)cc1
 : 29%, -11%[59 µM], -24%, -4%, -1, x, 4%, -5%, 22%
O=C(NCc1ccc2c(c1)CCN2C(=O)c1ccc(F)cc1)c1cc2ccccc2[nH]1
 : 15%, -13%[59 µM], -30%, 4%, -1, -1%, i, 27%, -13%
O=C(Nc1ccc(F)cc1)NC1(C(=O)NCc2ccc3c(c2)OCO3)CCCCC1
 : 13%, -11%[59 µM], -25%, 6%, -1, 0%, 1%, -3%, 4%
COc1ccc(C2N(c3ccc(OC)cc3)C(=S)N3CCCN23)cc1 (centres undefined)
 : 32%, 25%[59 µM], 5%, 7%, 6, 3%, -4%, -1%, 0%
O=C(c1ccc(COc2ccc3c(c2)CCC3)o1)N1CCN(c2ccccc2)CC1
 : -15%, x, u, 7%, 1, x, -6%, 17%, x
COc1ccc(NC(=O)c2c(NCc3ccc(C)o3)sc3c2CCCCC3)c(OC)c1
 : -17%, 13%[59 µM], 50µM*, -1%, -20, 0%, 2%, -4%, 18%
CCOC(=O)c1ccc(CSc2nnc(-c3ccncc3)n2N)cc1
 : 9%, -8%[59 µM], -9%, 0%, -1, -11%, -5%, -3%, -25%
CC(OC(=O)c1ccc(Br)o1)C(=O)Nc1ccc2c(c1)OCCO2 (centres undefined)
 : 53%[activator], 8%[2.33 µM], -2%, -6%, -3, 9%, i, 3%, -1%
CC(C)COn1c(=S)[nH]c2ccccc2c1=O
 : 23%, u, u, -5%, 1, -19%, -9%, 3%, -34%
O=C(Oc1ccccc1)c1ccc(-n2cnnn2)cc1
 : 38%[activator], -5%[59 µM], 1%, -3%, 3, 6%, -3%, -2%, x
CCCCCC1CCC(C(=O)NNC(=S)NCC)CC1 (centres undefined)
 : 23%, -26%, -2%, 3%, -2, -11%, 5%, 2%, -1%[57.1 µM]

# Full records, quoted from the list. Order of screens: HP1b binding inh | G9a block | JMJD2A Tudor | GLS inh | PI4K2A block | ERG-DNA inh | Tb PGK inh | Pin1 inhibitor | BAZ2B block
# `COc1ccc(-n2nnnc2SCC(=O)NCCc2ccc(OC)c(OC)c2)cc1` reads 29% | -11%[59 µM] | -24% | -4% | -1 | x | 4% | -5% | 22%
# `CCN(CC)CCNC(=O)C(C(=O)c1ccccc1)n1ccccc1=O` (centres undefined) reads 42%[activator] | -37% | -1% | 2% | 3 | 4% | 1% | 2% | -4%
# `Cc1ccc(S(=O)(=O)Oc2ccc(/C=C(/NC(=O)c3ccccc3)C(=O)NCC(=O)O)cc2)cc1` reads 26% | 6% | -3% | 8% | -2 | 0% | 1% | -2% | -2%
